DAX1 inh-1 – DAX1 (NR0B1) inhibitors on StAR promoter, primary screen, cell-based, luminescence, SF-1 (NR5A1), full-length DAX-1; HEK293T StAR-luciferase reporter, SF-1/DAX-1 repression relief; inhibition, % at 6.8 µM; actives 1.1% (n = 370,000); AID 652010, 2013;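 active = inhibition above the mean over all tested compounds plus 3 SD, cut at about 3.6% in these data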;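 note: 0% = DAX-1 cells with DMSO and 100% = cells lacking DAX-1 with DMSO; higher inhibition means more luminescence from relief of DAX-1 repression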
hcDAF-12 act – H. contortus DAF-12 nuclear receptor activators, primary screen, cell-based, luminescence, HEK293, lit1-tk-luc reporter. actives 1.4% (n = 370,000). activation, % at 6.8 µM. HEK293 hcDAF-12 lit1-tk-luc reporter; 0% DMSO, 100% Δ7-dafachronic acid;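 active = activation above the mean of all tested compounds plus 3 SD, cut at about 5.5% in these data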;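 note: 100% = response to 3 µM Δ7-dafachronic acid high control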
NPR1 activator – GC-A stimulated cGMP production enhancers – HEK293 GC-A cells, cGMP TR-FRET, EC30 ANP, primary screen; activation, % at 10 µM; AID 1671463, 2021; 0% at EC30 ANP, 100% saturating ANP; actives 0.14% (n = 370,000); in the data active = activation above about 40%
Target sequence (P16066 whole entry, looked up): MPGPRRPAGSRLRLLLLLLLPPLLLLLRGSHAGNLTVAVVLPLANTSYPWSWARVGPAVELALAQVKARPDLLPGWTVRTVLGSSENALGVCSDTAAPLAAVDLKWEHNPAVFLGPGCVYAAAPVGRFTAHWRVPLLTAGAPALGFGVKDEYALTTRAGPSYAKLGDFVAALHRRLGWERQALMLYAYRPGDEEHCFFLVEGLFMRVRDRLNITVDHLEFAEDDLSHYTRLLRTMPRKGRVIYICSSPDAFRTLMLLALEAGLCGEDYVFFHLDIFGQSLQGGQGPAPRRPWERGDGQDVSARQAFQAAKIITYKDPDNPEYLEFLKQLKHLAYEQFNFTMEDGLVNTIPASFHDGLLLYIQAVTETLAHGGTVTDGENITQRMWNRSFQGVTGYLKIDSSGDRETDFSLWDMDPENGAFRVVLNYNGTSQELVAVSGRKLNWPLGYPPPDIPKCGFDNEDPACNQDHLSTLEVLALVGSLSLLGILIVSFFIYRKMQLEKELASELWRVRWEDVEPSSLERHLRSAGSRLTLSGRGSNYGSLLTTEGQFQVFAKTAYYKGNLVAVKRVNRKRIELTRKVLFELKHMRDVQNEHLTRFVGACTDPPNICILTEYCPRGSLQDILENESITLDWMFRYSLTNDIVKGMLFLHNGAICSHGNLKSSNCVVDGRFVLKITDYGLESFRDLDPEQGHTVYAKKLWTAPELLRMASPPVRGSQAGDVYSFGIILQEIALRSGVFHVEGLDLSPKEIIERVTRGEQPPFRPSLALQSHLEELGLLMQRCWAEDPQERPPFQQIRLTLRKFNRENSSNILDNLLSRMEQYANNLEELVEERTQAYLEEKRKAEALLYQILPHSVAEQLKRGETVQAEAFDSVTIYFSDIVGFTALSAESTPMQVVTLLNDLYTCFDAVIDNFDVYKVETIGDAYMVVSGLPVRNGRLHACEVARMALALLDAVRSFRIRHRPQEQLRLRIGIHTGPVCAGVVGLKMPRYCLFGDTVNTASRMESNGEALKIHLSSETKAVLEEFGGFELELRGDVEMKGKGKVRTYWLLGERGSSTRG
PG9 Ab binder – binders of HIV-1 gp120 antibody PG9, primary screen, biochemical, TR-FRET | actives 0.43% (n = 360,000) | TR-FRET gp120-PG9 antibody binding | inhibition, % at 6.7 µM | HIV-1 gp120 / PG9 antibody interaction; in the data active = inhibition above about 8.5%
ADAM10 inh – human ADAM10 inhibitors, primary screen, biochemical, QFRET, HTS | Disintegrin and metalloproteinase domain-containing protein 10 (Homo sapiens), O14672 | recombinant ADAM10, EDANS/DABCYL FRET peptide cleavage, 3 h | inhibition, % at 7 µM | actives 0.62% (n = 370,000) | AID 720582, 2013;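 active = inhibition above a per-campaign cutoff equal to the mean of compounds falling between control-based bounds plus 3 SD, cut at about 20% in these data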;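 note: 0% = DMSO wells while the 100% control is not disclosed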
DAX1 inh-2 – DAX1 (NR0B1) inhibitors, primary screen, cell-based, HEK293, Gal4-DAX1, luciferase luminescence; actives 0.99% (n = 340,000); inhibition, % at 6.75 µM; HEK293 Gal4-DAX1 luciferase reporter; Nuclear receptor subfamily 0 group B member 1 (Homo sapiens), P51843; AID 504766, 2011;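 active = inhibition above the mean over all tested compounds plus 3 SD, cut at about 4.2% in these data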;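 note: 0% = DAX1-transfected cells with DMSO and 100% = empty-vector control cells with DMSO; inhibition shows as a rise in luminescence from relieved DAX1 repression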
SMARCA2 activ – SMARCA2 (BRM) function activators, primary screen, cell-based, luminescence, high throughput; activation, % at 9.1 µM; MG213 cells, MMTV-luciferase reporter, dexamethasone, overnight; AID 652017, 2013; actives 1% (n = 370,000); in the data active = activation above about 7.8%;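 note: 0% = vehicle wells and 100% = reference activator wells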
ssDAF-12 act – S. stercoralis DAF-12 nuclear receptor activators, primary screen, cell-based, luminescence, HEK293, GRIP1 co-expression, lit1-tk-luc. HEK293 ssDAF-12/GRIP1 lit1-tk-luc reporter; % of 3 µM dafachronic acid response. AID 652126, 2013. activation, % at 6.8 µM. actives 1% (n = 370,000);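 active = activation above the mean over all tested compounds plus 3 SD, cut at about 0.9% in these data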;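 note: 0% = DMSO-only wells and 100% = 3 µM delta7-dafachronic acid wells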
ADAM17 inh – ADAM17 inhibitors, primary screen, biochemical, QFRET. inhibition, % at 6.95 µM. actives 0.83% (n = 370,000). Disintegrin and metalloproteinase domain-containing protein 17 (Homo sapiens), P78536. AID 720648, 2013. recombinant ADAM17, EDANS/DABCYL FRET peptide cleavage;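 active = inhibition above the mean of compounds lying between control limits plus 3 SD, set per campaign, cut at about 8.5% in these data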;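 note: 0% = DMSO-only wells as the low control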
hgDAF-12 ag – H. glycines DAF-12 receptor agonists, primary screen, cell-based, luminescence, HEK293, GAL4 fusion, UAS-luciferase. HEK293 GAL4-hgDAF12 UAS-luciferase reporter, agonist luminescence; normalized to butyrate control. actives 1.8% (n = 370,000). activation, % at 6.8 µM;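 active = activation above a cutoff set at the mean of all screened compounds plus 3 SD, cut at about 10% in these data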;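 note: 0% = DMSO wells and 100% = sodium butyrate wells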
GAA850 FXN act – FXN promoter activators, primary screen, cell-based, luciferase luminescence, HEK293 lucGAA850 | actives 0.56% (n = 360,000) | activation, % at 6 µM | HEK293 lucGAA850 FXN promoter luciferase reporter, 24 h; percent of 10 µM SAHA response;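 active = activation above the average of all compounds screened plus 3 SD, cutoff fixed separately per campaign, cut at about 7.5% in these data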;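 note: 0% = DMSO wells and 100% = 10 µM SAHA wells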
Starred values were filed as active, the others as inactive; / = not tested or not shown.

Structure	DAX1 inh-1	hcDAF-12 act	NPR1 activator	PG9 Ab binder	ADAM10 inh	DAX1 inh-2	SMARCA2 activ	ssDAF-12 act	ADAM17 inh	hgDAF-12 ag	GAA850 FXN act
COc1ccc(C(=O)Nc2ccnn2C2CCN(C(=O)C3CCOC3)CC2)cc1 (stereo not given)	1.1	0.9	1	2.2	-4	1.4	2	-0.8	7	2.9	3.6
C#CCOCCOCCOCCNc1nc(N2CCN(C(=O)[C@H]([C@@H](C)CC)n3cc(CCCCN)nn3)CC2)nc(N2CCN(C(=O)[C@H](C)n3cc(CCC(=O)O)nn3)CC2)n1	0.6	-2.7	3	-0.2	0	-0.6	-1	-0.7	1	0.2	-0.3
COc1ccccc1CCCNC(=O)C1CCC(=O)N(CCc2cccc(F)c2)C1 (stereo not given)	0.5	-1.6	0	-1.6	0	-0.4	-2	-0.5	-1	-1.3	-3.3
Cc1cc(OCc2nc(-c3cccnc3)no2)c(C)cc1Br	-0.2	-1.5	0	-0.4	-4	-0.3	2	-1.1	-5	1.1	-1.2
CCCC[C@@H](CNC)NC[C@H](NCCCCC1CCCCC1)C(C)C	-0.2	0.4	1	0.5	8	0.2	1	-1.4	-4	-1.6	-1.7
CCCCn1c(N)c(N(CCOC)C(=O)C2CCN(C(=O)c3ccc(F)cc3)CC2)c(=O)[nH]c1=O	-0.4	-0.9	2	2.7	-3	0.7	0	-1.1	-4	0.3	0.3
CCc1c(C(C)=O)oc2ccc3c(C)cc(=O)oc3c12	-0.2	-1.8	-2	-0.4	-28	0.2	-1	-1.7	-12	-0.5	2.2
COc1ccccc1C(=O)NC(=O)CSc1nncn1C(C)C	1.8	-0.2	3	0.3	-8	0.6	3	-0.9	-4	1.0	1.1
CCOc1ccc(NS(=O)(=O)c2ccc(C(=O)N3CCCC3)cc2)cc1	-2.3	-1.6	-3	-0.6	-7	-1.1	-2	-1.1	-6	0.0	0.4
N#CC(C(O)c1ccccc1)N1CCOCC1 (stereo not given)	-1.0	-1.0	-2	1.2	-16	0.5	1	-1.7	-5	-2.7	1.2
CC(C)(C)c1ccc(OCC(O)CN2CCOCC2)cc1 (stereo not given)	0.5	1.4	1	-1.9	7	-0.4	0	-1.7	2	2.0	1.3
Nc1[nH]c2ccccc2c1C(=O)NC1CC1	0.3	2.2	-6	/	-11	/	1	0.1	-5	3.7	/
CCOC(CNC(=O)C(=O)Nc1cc2c3c(c1)CCC(=O)N3CCC2)OCC	0.7	2.2	3	-2.1	-8	0.1	-2	-0.8	-3	2.2	-0.7
O=C(COc1ccc(Cl)cc1)NCc1nnc(SCC(=O)N2CCCCC2)o1	-0.8	0.4	-1	-1.2	5	0.1	4	-0.8	-2	-0.3	-0.6
CN1CCN(CCCNC(=O)c2cc3c(-c4ccc(Cl)cc4)nn(C)c3s2)CC1	2.0	5.6*	3	0.7	-157	3.2	0	0.0	-27	-0.5	0.9
COc1ccc(N=N/C(C(C)=O)=C(/C)O)cc1	-0.2	1.0	6	-0.1	2	2.6	2	-0.7	-1	2.3	1.6
CN(C(=O)C1CCCCN1S(=O)(=O)c1ccccc1)c1ccccc1 (stereo not given)	-1.8	0.0	-8	1.3	-10	0.3	-5	-1.2	-6	-1.6	0.5
COc1ccccc1C(=O)COC(=O)CN1C(=O)C2CC=CCC2C1=O (stereo not given)	-1.0	0.3	1	0.5	-11	-1.1	0	-0.7	-4	0.5	-1.0
COCC(=O)Nc1ccc(N2CCCC2)c(S(=O)(=O)Nc2ccccc2OC)c1	-0.9	-2.1	-2	0.3	-29	0.1	4	-0.7	-9	-2.8	1.3
O=C(NC1CCCCC1)C(c1ccco1)N(Cc1cccs1)C(=O)Cn1nnc2ccccc21 (stereo not given)	0.4	-0.1	-6	-2.6	-3	0.4	-2	-1.4	-2	0.0	0.4
O=C1Nc2ccccc2SC1=Cc1ccccc1	0.8	5.2	2	-1.3	0	1.8	4	-0.5	1	2.0	7.0
C[n+]1cn(Cc2ccc(C#N)cc2)c2ccccc21	-0.1	0.1	3	-1.2	4	1.0	-1	-1.5	-1	1.4	-0.9
NC(=O)CC(NC(=O)Cc1ccc(Cl)cc1)c1ccc(NC2CCCCC2)c([N+](=O)[O-])c1 (stereo not given)	0.4	-0.3	2	-3.7	11	0.5	0	-1.5	4	-1.2	-0.9
Nc1nc(SCc2cccc([N+](=O)[O-])c2)n[nH]1	-0.1	-1.1	4	0.2	2	0.6	-3	-0.5	-7	0.6	2.2
COc1ccccc1N1CC(C(=O)Nc2ccccc2N2CCCC2)CC1=O (stereo not given)	0.2	0.3	-4	-3.0	5	0.9	3	-1.0	-2	1.0	-0.3
CCc1nc2ccccc2c(NC(=O)CN2CC(C)CC(C)C2)c1C (stereo not given)	-0.6	-1.5	3	-1.6	-1	-1.0	0	-1.6	-1	-1.6	2.0
CN1CCN(C(=O)/C=C/c2ccc([N+](=O)[O-])cc2)CC1	-0.4	2.3	2	-1.7	-4	-0.1	-3	-0.5	-2	-0.6	1.6
Cc1ccc(C(=O)NC2CCN(S(=O)(=O)c3ccc(C)cc3)CC2)cc1	0.8	-0.7	-2	0.3	-1	1.6	-2	-0.9	-5	-0.2	2.4
CSc1nc2c(cc1C#N)C(=O)CC(C)(C)C2	-0.6	0.9	-5	0.8	9	-0.6	3	-1.1	-2	-0.8	1.6
CCOC(=O)/C(=C\c1ccc(OC)c(OC)c1)C(=O)c1cccnc1	0.8	0.4	-1	-2.4	-1	-0.4	2	-0.8	2	-0.9	2.3
Cc1nnc(N2C(=O)c3cccc4cccc(c34)C2=O)s1	-0.4	1.9	-1	0.7	-224	-0.1	0	-0.2	-54	0.9	4.2
CN(Cc1ccon1)C(=O)CC1C(=O)NCCN1Cc1cccc(F)c1F (stereo not given)	2.6	-1.2	0	-3.0	-30	1.0	-3	-0.8	-10	-2.7	2.1
CC(C)CC(=O)Nc1cc2c3c(c1)CCN3C(=O)CC2	-0.7	1.8	0	-2.6	1	-0.2	1	-1.0	-2	1.6	1.5
CCC(=O)N1CCC1(C)C(=O)Nc1cccc2c1CCCC2 (stereo not given)	2.3	1.2	0	0.1	16	/	-2	-1.0	0	-3.5	1.3
COc1ccc(NC(=O)COc2ccc(-c3ccccc3)cc2)cc1	1.3	-2.1	-1	-0.5	-4	-0.3	1	-1.2	-1	3.4	1.1
Cc1nc2ccc(C(=O)N3CCN(C(=O)OCc4ccccc4)CC3)cc2n1C1CCCC1	-1.1	-3.8	-4	/	-7	/	-6	-1.4	-4	-1.6	/
Cc1c(=O)n(OCc2ccccn2)c2ccccc2[n+]1[O-]	-0.7	-0.5	-2	2.3	-40	0.3	2	-0.4	-15	1.4	1.0
O=C(CN(c1ccccc1)S(=O)(=O)c1ccc(Cl)cc1)Nc1cccnc1	0.3	-2.6	-7	-0.4	6	0.5	-1	-1.4	5	0.8	0.5
NC(=O)CN1C(=O)C2C3C=CC(C3)C2C1=O (stereo not given)	0.0	1.4	3	0.5	0	1.6	-1	-0.4	-5	1.2	0.7
O=C(NNC(=O)c1ccc(-c2ccccc2)cc1)Nc1ccccc1F	1.4	-0.8	2	-0.2	-7	-0.4	-1	-0.5	-7	-0.1	-2.8

The closing 2 entries of the section before are carried over, then new ones follow:
Structure	DAX1 inh-1	hcDAF-12 act	NPR1 activator	PG9 Ab binder	ADAM10 inh	DAX1 inh-2	SMARCA2 activ	ssDAF-12 act	ADAM17 inh	hgDAF-12 ag	GAA850 FXN act
NC(=O)CN1C(=O)C2C3C=CC(C3)C2C1=O (stereo not given)	0.0	1.4	3	0.5	0	1.6	-1	-0.4	-5	1.2	0.7
O=C(NNC(=O)c1ccc(-c2ccccc2)cc1)Nc1ccccc1F	1.4	-0.8	2	-0.2	-7	-0.4	-1	-0.5	-7	-0.1	-2.8
CCC(NC(=O)c1ccccc1NC(=O)c1ccco1)C(=O)NC1CCCCC1 (stereo not given)	0.5	-0.3	-3	1.2	9	-0.1	0	-0.8	-2	0.2	1.5
O=C(NC(=S)Nc1ccc(N2CCOCC2)cc1)c1cccc(Cl)c1Cl	-2.0	-0.2	-2	-0.9	-3	0.4	-3	-0.7	-6	1.6	0.7
CCO[C@@H]1OC(C(=O)N2CCN(Cc3ccccc3)CC2)=C[C@H](C)[C@H]1CCCO	-0.5	-1.6	2	0.4	-12	1.1	-1	-1.2	-6	-0.5	1.9
O=C(O)CCc1ccc(-c2ccc(F)cc2)n1NC(=O)c1ccco1	-0.5	-0.6	0	-1.3	-13	-0.1	-1	-1.0	-8	-0.8	2.9
CC(=O)C1C(=O)CC(C)(O)C(C(C)=O)C1c1ccc(N(C)C)cc1 (stereo not given)	-0.8	-0.8	-2	-0.7	-5	-0.5	-1	-0.3	-4	6.0	0.3
CCn1c(-c2ccc3[nH]c(C)c(C)c3c2)n[nH]c1=S	-0.6	-2.9	-5	-0.5	-2	1.0	2	-0.6	-1	-1.1	1.3
COc1cc(/C=C/CNC[C@H]2O[C@@H](n3ccc(N)nc3=O)[C@H](O)[C@@H]2O)ccc1O	1.0	-0.1	1	-2.1	-11	0.4	-2	-1.1	-6	0.8	1.1
Cc1ccccc1C(=O)Nc1ccc(C(=O)O)cc1NC(=O)c1ccccc1C	0.3	-2.0	0	0.2	-2	1.9	-1	-0.6	-7	-0.4	1.2
C/C(=N\N=C(N)N)c1ccc(Cl)c(Cl)c1	0.1	1.4	-18	0.7	13	0.0	-3	-1.5	-3	0.2	6.1
O=C(COC(=O)c1ccc(Cl)nc1)Nc1ccc2ccccc2c1	-0.4	-0.2	-1	-0.7	1	-0.2	2	-0.9	0	1.5	1.4
COc1ccccc1NC(=O)Cc1csc(NC(=S)Nc2ccc(C)cc2)n1	-1.5	-1.7	-8	1.1	33*	-0.7	-5	-1.4	4	-3.0	1.6
COc1cccc(C2CC(c3cccs3)Nc3ncnn32)c1 (stereo not given)	0.3	-0.8	-5	0.6	-3	-0.6	0	-0.7	-6	-0.2	4.4
CCCCNC(=O)CSc1ccc(S(=O)(=O)N2CCOCC2)cn1	0.2	-1.7	1	-1.0	7	-0.3	1	-0.9	0	0.1	-1.1
O=C(NCCNCC(O)COc1ccc(O)cc1)N1CCOCC1 (stereo not given)	0.1	-0.6	1	-2.6	-6	0.0	-2	-0.9	-4	0.2	-0.6
